Mac1 fbg inh – inhibitors of CD11b/CD18 adhesion to fibrinogen, primary screen, K562 cells, luminescence; Integrin beta-2 (Homo sapiens) + Integrin alpha-M (Homo sapiens), P05107+P11215; ATPlite luminescence; Mn2+ added to activate the integrin; inhibition, % at 10 µM; 93,000 tested, 0.54% active; AID 1497, 2009;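 active = primary inhibition of 50% or more at 10 µM, then 40% or more on retest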; also: some results filed as inactive read as strong as hits
Target sequence (P05107 whole entry, looked up, other chains not shown): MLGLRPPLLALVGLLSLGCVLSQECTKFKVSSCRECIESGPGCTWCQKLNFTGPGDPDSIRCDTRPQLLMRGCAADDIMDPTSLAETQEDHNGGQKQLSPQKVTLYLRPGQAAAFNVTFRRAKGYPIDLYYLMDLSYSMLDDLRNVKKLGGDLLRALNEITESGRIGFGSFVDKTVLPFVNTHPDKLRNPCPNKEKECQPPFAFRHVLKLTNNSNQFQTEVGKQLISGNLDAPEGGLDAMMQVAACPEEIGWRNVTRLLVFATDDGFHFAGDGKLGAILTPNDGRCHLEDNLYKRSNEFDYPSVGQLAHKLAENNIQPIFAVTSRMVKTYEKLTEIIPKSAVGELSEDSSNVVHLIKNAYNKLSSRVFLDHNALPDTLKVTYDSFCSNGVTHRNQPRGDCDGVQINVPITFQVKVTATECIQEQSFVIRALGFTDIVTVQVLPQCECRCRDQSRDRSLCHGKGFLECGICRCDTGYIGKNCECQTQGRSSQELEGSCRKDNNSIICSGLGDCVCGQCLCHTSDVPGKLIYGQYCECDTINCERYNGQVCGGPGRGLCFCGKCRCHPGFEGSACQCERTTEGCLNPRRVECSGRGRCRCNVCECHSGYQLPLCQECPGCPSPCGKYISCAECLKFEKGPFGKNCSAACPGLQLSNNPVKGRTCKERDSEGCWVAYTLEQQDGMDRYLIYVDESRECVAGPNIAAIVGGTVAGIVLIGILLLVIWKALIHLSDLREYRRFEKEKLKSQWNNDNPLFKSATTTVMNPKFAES
S1P2 blocker – human S1P2 receptor antagonists, primary screen, cell-based; 97,000 tested, 0.21% active; cell-based S1P2 antagonist assay, inhibition at 5 uM; AID 736, 2007; inhibition, % at 5 µM; in the data active = inhibition above about 45%;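 also: CRE beta-lactamase reporter cells expressing human S1P2 stimulated with S1P; 0% = agonist at EC80 alone and 100% = agonist plus reference antagonist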
sEH act – soluble epoxide hydrolase activators, primary screen, biochemical, human sEH; activation, % at 2 µM; 91,000 tested, 0.04% active; purified human sEH enzymatic activity, activator screen; Bifunctional epoxide hydrolase 2 (Homo sapiens), P34913; in the data active = activation above about 37%; also: values of inactives mirror those of a sister screen read the other way
PostGolgi yeast – phenotypic screen on post-Golgi transport, primary screen; post-Golgi transport phenotypic cell assay; inhibition, % at 10 µM; 98,000 tested, 0.9% active; AID 739, 2007;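 also: yeast cells grown in 1536-well plates; yeast grown about 18 h at 30C before absorbance read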
sEH inh – soluble epoxide hydrolase inhibitors, primary screen, biochemical, human sEH; 91,000 tested, 0.34% active; recombinant human sEH enzymatic activity assay; inhibition, % at 2 µM; Bifunctional epoxide hydrolase 2 (Homo sapiens), P34913; in the data active = inhibition above about 80%; also: values of inactives mirror those of a sister screen read the other way; many of its hits are not listed in these tables
PLAP activator – PLAP enzyme activators, biochemical, luminescence, HTS. Alkaline phosphatase, placental type (Homo sapiens), P05187. purified PLAP enzyme, luminescent substrate read-out; stronger effect = higher value. activation fold at 20 µM. 96,000 tested, 1.2% active. AID 696, 2007; in the data active = activation fold above about 2
S1P2 agonist – S1P2 receptor agonists, primary screen, cell-based; Sphingosine 1-phosphate receptor 2 (Homo sapiens), O95136; S1P2-expressing cell line, agonist reporter read-out; activation, % at 4.5 µM; 97,000 tested, 0.46% active; in the data active = activation above about 16%;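 also: 0% = vehicle low control and 100% = maximal reference agonist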
PostGolgi ctrl – growth inhibition of yeast control strain, primary screen, counter-screen for post-Golgi transport modulator project | AID 738, 2007 | 98,000 tested, 5% active | inhibition, % at 10 µM | efflux-deficient yeast background strain, growth absorbance A615, 16 h
Ecoli WT expand – growth inhibitors of wild-type E. coli, primary screen, strain BW25113, expanded library, OD600 | 98,000 tested, 0.15% active | OD600 absorbance | growth inhibition, % at 100 µM;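 active = growth inhibition above about 50% at one test dose, limit read from the data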;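 also: growth measured after 20 h incubation at 37 °C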
The depositor's hits bear a star; nt = no result given. Rule as the data show it, unless noted: active = inhibition above about 30%; inactive = the rest.

structure	Mac1 fbg inh	S1P2 blocker	sEH act	PostGolgi yeast	sEH inh	PLAP activator	S1P2 agonist	PostGolgi ctrl	Ecoli WT expand
Cc1ccc(OCC(O)CN2C(=O)NC(C)(C)C2=O)cc1C (stereo not drawn)	-4	8	1	1	-2	0.9	-6	10	8
CCOC(=O)CC(=O)CSc1ccc2nnc(-c3cccc(F)c3)n2n1	-14	1	-3	-12	3	1.2	-9	1	-6
CC(NC(=O)c1ccc(Cl)cc1)c1nnc(SCc2ccc([N+](=O)[O-])cc2)n1C (stereo not drawn)	6	-6	-6	-12	5	1	0	12	-9
COc1cc(NC(=O)CCc2ccccc2)nc(OC)n1	-6	-2	-8	-3	13	1	-8	-1	6
COC(=O)c1cccc(NC(=O)C(C)N2C(=O)c3ccccc3C2=O)c1 (stereo not drawn)	-27	8	nt	-4	nt	0.8	-5	3	-3
CC(/C=N/NC(=O)c1cc(-c2ccc(Cl)cc2)nc2ccccc12)=C\c1ccco1	0	-1	10	21	-8	1.5	3	22	-24
O=C(OC1CCOC1=O)c1cc(-c2ccc(Br)cc2)nc2ccccc12 (stereo not drawn)	0	-18	1	-4	2	1.4	-5	29	-15
Oc1[nH]c2ccccc2c1N=Nc1nc2ccccc2s1	26	15	0	0	0	1.4	-7	18	-5
COC(=O)c1ccc(NC(=S)Nc2ccc3ccccc3c2)cc1	-5	0	21	-15	-19	0.9	-3	-19	-5
O=C(O)CCS(=O)(=O)Cc1cccc(Cl)c1	-1	13	15	-2	-16	0.8	-2	10	-8
COC(=O)c1[nH]c2ccc(Cl)cc2c1NC(=O)Oc1ccccc1	6	13	7	3	-6	1	-2	-4	1
Cc1ccc(Cl)cc1NC(=O)c1cnn2c1NC(c1ccco1)CC2C(F)(F)F (stereo not drawn)	-1	2	-4	41*	6	0.9	-7	58*	-2
COC(=O)c1[nH]c(C)c(/C(O)=C2\C(=O)C(=O)N(CCN3CCOCC3)C2c2cccnc2)c1C (stereo not drawn)	-21	-8	2	-3	-2	1	-5	4	-4
Cc1[nH]c2ccccc2c1/C=N/n1cnnc1	4	27	-5	-18	3	0.9	-6	9	1
CCOC(=O)N1CCN(C(=O)C(CC(C)C)NS(=O)(=O)c2ccc3c(c2)oc(=O)n3C)CC1 (stereo not drawn)	-3	-41	-1	16	0	1.7	-8	19	-2
COc1ccc(NS(=O)(=O)Cc2ccccc2)cc1OC	10	-10	4	15	-2	0.9	-3	-3	3
c1csc(Cc2nc3ccccc3[nH]2)c1	-29	nt	nt	8	nt	0.8	nt	12	40
COc1ccc(N(C(=O)c2ccco2)S(=O)(=O)c2cccs2)cc1	-12	-9	7	21	-5	1	-4	11	1
CCOc1ccccc1NC(=O)Cn1c(=O)n(CCC(=O)NC2CCCC2)c(=O)c2ccccc21	-15	20	6	-9	-5	1.4	-5	6	-4
CCCCN1C(=O)NC2NC(=O)NC21 (stereo not drawn)	nt	-2	-8	nt	8	nt	-4	nt	nt
Cc1ccc(/C=C(\C#N)c2nc3ccccc3[nH]2)s1	13	-19	-7	-5	10	0.9	-2	27	-5
CCCCc1ccc(-c2csc(/C(C#N)=C/c3ccc(C)o3)n2)cc1	-12	-1	-8	4	10	0.9	-4	3	-1
Cc1ccc(CNC(=O)Cc2csc(Nc3nc(=S)[nH]c4ccccc34)n2)cc1	nt	5	-2	2	-1	1.5	-5	0	-3
Clc1ccc(CSC2=NCCCN2)cc1Cl	-11	nt	nt	4	nt	0.7	nt	-10	8
O=C(OCC(=O)N1CCN(C(=O)c2ccco2)CC1)c1ccccc1Cc1ccccc1	-2	-7	0	3	1	1.6	-5	8	-14
CN(C(=O)CSC1=Nc2ccccc2C2=NC(c3ccccc3)C(=O)N12)C1CCCCC1 (stereo not drawn)	10	-12	-13	7	14	1.8	-5	-8	-16
CC(C)CC[n+]1ccn(-c2nc3ccccc3nc2[N-]S(=O)(=O)c2ccccc2)c1	nt	4	nt	1	nt	1.1	1	2	-4
CC(C)CC(=O)Nc1ccc(-c2cn3ccsc3n2)cc1	46	-11	0	-2	2	1	0	-4	-2
O=C(CCC1=NS(=O)(=O)c2ccccc2N1)NC1CCCCCCC1	4	17	13	8	-12	1	-7	2	-1
O=C(O)/C=C1\NC(=O)c2ccccc21	nt	14	20	0	-19	1.1	-9	2	-9
CCOc1ccc2nc(C)cc(C(=O)O)c2c1	3	12	17	1	-17	0.9	-4	6	-6
COc1ccc(NC(=O)C(C)N(c2ccc(C)cc2)S(C)(=O)=O)cc1 (stereo not drawn)	-50	-16	2	1	0	1.5	-2	19	-2
O=C(Nc1cccnc1)c1c(F)c(F)c(F)c(F)c1F	3	12	-8	-3	10	1.1	-4	8	13
CCn1cnc2cc(NCc3ccc(C)cc3)ccc21	-1	5	1	-4	1	0.9	-1	11	17
COc1cccc(Nc2cc(C)nc3nc(C)nn23)c1	0	10	nt	-14	nt	1.8	1	-1	2
O=C1Nc2cc(Cl)c(Cl)cc2N(O)N1c1ccc(Cl)cc1	nt	31	13	0	-13	1.2	-3	20	9
O=C(NCc1ccco1)c1ccc(Cl)c(S(=O)(=O)N2CCOCC2)c1	16	-7	-5	7	10	1.1	-3	-1	2
CC(O)c1nc2ccccc2n1C1CCCCC1 (stereo not drawn)	-1	-5	5	15	-4	1.1	-4	13	5
CCOC(=O)N1CCC(NC(=O)c2cc3c(=O)n(C)c4ccccc4c3n2C)CC1	-10	1	0	3	0	1.4	0	3	-5
COc1c2ccc(C(=O)NCCCCc3ccccc3)cc2nn1C	nt	-10	-4	-4	5	1	-6	6	1
CCc1sc(NC(=O)COC)nc1-c1ccccc1	2	-8	-1	-6	4	1.5	-4	-1	9
O=C1CC(Sc2nnc(-c3ccccc3O)o2)C(=O)N1c1ccccc1 (stereo not drawn)	1	nt	nt	2	nt	1	nt	12	-2
CCn1cc([N+](=O)[O-])c(C(=O)N2N=C(c3cccc4ccccc34)CC2c2ccccc2O)n1 (stereo not drawn)	nt	-32	4	nt	-2	nt	-2	nt	nt
CC(=O)Nc1ccc(NS(=O)(=O)c2ccc3ccccc3c2)cc1	10	-31	7	-6	-5	1	-2	4	-2
CCOC(=O)C1C(=O)Nc2nc3ccccc3n2C1C(C)C (stereo not drawn)	-14	-2	2	-6	-1	1.3	-5	2	-6

Profiles, looked up by structure:
`O=C1Nc2cc(Cl)c(Cl)cc2N(O)N1c1ccc(Cl)cc1` is listed as Mac1 fbg inh: nt; S1P2 blocker: 31; sEH act: 13; PostGolgi yeast: 0; sEH inh: -13; PLAP activator: 1.2; S1P2 agonist: -3; PostGolgi ctrl: 20; Ecoli WT expand: 9
`CCOc1ccc2nc(C)cc(C(=O)O)c2c1` is listed as Mac1 fbg inh: 3; S1P2 blocker: 12; sEH act: 17; PostGolgi yeast: 1; sEH inh: -17; PLAP activator: 0.9; S1P2 agonist: -4; PostGolgi ctrl: 6; Ecoli WT expand: -6

Following part.
structure	Mac1 fbg inh	S1P2 blocker	sEH act	PostGolgi yeast	sEH inh	PLAP activator	S1P2 agonist	PostGolgi ctrl	Ecoli WT expand
Cc1ccc(-c2nnc(SCC(=O)Nc3ccc4c(c3)oc3ccccc34)n2C)c(Cl)c1	60*	2	4	1	-4	0.8	-5	4	-4
N=C1C(c2nc(-c3ccc(F)cc3)cs2)=C(O)CN1Cc1ccc(Cl)cc1	-2	-1	4	-2	-2	1.1	-2	7	-11
O=C(c1ccc(C#Cc2ccccc2)o1)N1CCN(c2ccccn2)CC1	0	14	0	-1	1	1.1	-7	42*	-4
COc1ccc(CN2CN=C(Nc3nc4ccccc4s3)NC2)cc1	-1	1	-3	0	2	0.9	-4	2	-4
O=C(Nc1ccc2c(c1)OCO2)C1CCN(c2ccc(S(=O)(=O)N3CCOCC3)cc2)CC1	4	nt	nt	-13	nt	1	nt	-9	-2
CCn1c(SC)nnc1-c1nnc(SC)n1CC	-12	-1	4	1	1	0.9	-3	2	8
O=S(=O)(c1ccccc1)c1ccccc1/C=N\O	-4	1	2	-2	-4	0.9	-1	6	2
CC(=O)c1oc2ccccc2c1N	-11	11	-8	-7	8	0.9	-3	-4	3
O=C(Nc1ccc2c(c1)OCO2)Nc1ccc(Br)cn1	6	2	-14	-1	16	1.4	-5	0	-2
CCOC(=O)C1=C(c2ccccc2)Nc2ncnn2C1c1ccc(OC)c(OC)c1OC (stereo not drawn)	nt	-4	2	7	-2	1.3	-3	-4	4
CC(C)c1ccc(NC(=O)CSc2nnc(-c3ccccn3)n2C)cc1	-1	24	0	-6	0	0.8	-4	6	1
O=C(c1csc2c1CCCC2)N1CCN(c2cccc(C(F)(F)F)c2)CC1	4	1	10	-3	-11	1.7	-3	15	4
CCOc1ccc2nc(N3CCC(C(=O)N4CCN(C(=O)c5ccco5)CC4)CC3)sc2c1	13	nt	nt	8	nt	1.4	nt	17	-2
COc1ccc(Nc2nc(N)nc(COc3ccc(OC)cc3)n2)cc1	12	21	3	-1	-4	1	-6	4	-5
CC(=O)C(N=Nc1ccccc1)(Sc1nnc(-c2ccccc2)n1-c1ccccc1)C(=O)Nc1ccccc1 (stereo not drawn)	8	19	19	9	-16	0.9	-2	1	-8
Nc1ccc(-n2nncc2-c2ccco2)cc1	nt	-27	4	7	-3	nt	-1	3	7
CCn1ncc(/C=C/C(=O)Nc2c(C)nn(CC)c2C)c1C	-15	7	-5	-8	6	0.9	-6	2	-10
COc1cc2c(=O)n(Cc3ccccc3)c(=O)n(CC(=O)NCC3CCCO3)c2cc1OC (stereo not drawn)	-17	nt	nt	-2	nt	1.1	nt	-1	-7
CN1CCN(C(=O)CN(c2cccc(Cl)c2)S(=O)(=O)c2ccccc2)CC1	-16	5	5	5	-5	1.2	-3	1	0
Cc1ccc(OCC(=O)N2CC3(C)CC2CC(C)(C)C3)cc1 (stereo not drawn)	nt	6	7	nt	-1	nt	-7	nt	nt
COc1ccc(-c2cc(C(=O)N3CCCc4ccccc43)no2)cc1	3	11	14	1	-14	0.9	-2	9	-17
CCOC(=O)N1CCN(C(=O)c2ccc(NC(=O)CC)cc2)CC1	-2	2	-10	1	10	1	-3	-1	-12
Cc1cccc(OC(=O)Cn2c(C(F)(F)F)nc3ccccc32)c1	17	8	11	-4	-10	1.1	-2	10	5
O=C(CN1CCN(c2ccccc2)CC1)Nc1cccc(C(F)(F)F)c1	-14	5	-13	-13	11	0.9	-2	1	-8
CCN(CCCNC(=O)COc1cc(=O)n(C)c2ccccc12)c1cccc(C)c1	-5	10	-29	-7	28	1.1	-11	8	-1
CCCCc1nc(NCCN2CCOCC2)c(C#N)c2c1COC(C)(C)C2	10	-12	2	15	1	1.6	-4	102*	6
CN1C(=O)c2ccc(N3CCCC3)cc2C1=O	-2	nt	nt	2	nt	0.9	nt	5	7
CC(=O)n1cc(C2C(=O)CC(C)(C)CC2=O)c2ccccc21	-26	7	-6	-2	5	1.1	-10	2	1
Cc1ccccc1NC(=O)N1C2CCCC1CC(NC(=O)C(C)(C)C)C2 (stereo not drawn)	0	nt	nt	-5	nt	1	nt	7	-4
Cn1cnnc1SCC(=O)Nc1ccc2nc(SCc3cccc4ccccc34)sc2c1	-25	-9	10	-3	-14	1.4	-3	0	1
Cc1nc2nc(C)c(CCC(=O)N3CCc4ccccc43)c(C)n2n1	nt	-19	nt	8	nt	1.1	-4	16	-5
N#CC(C(=O)Nc1ccc(Cl)cc1)=C1Nc2ccccc2N1	-4	-13	6	4	-7	0.9	-5	12	-4

Screens deposited in PubChem BioAssay by several laboratories.
